# Screening results deposited in PubChem by National Center for Advancing Translational Sciences (NCATS).
# DNA Pol III inh = qHTS Assay for Inhibitors of DNA Polymerase III Holoenzyme System; reconstituted DNA polymerase III holoenzyme replication, biochemical; Potency, µM (series often up to 57.1 µM), for the others: at the highest dose activity change, negative = inhibition; 0.25% of 71,000 active; further: potency means the concentration at half of the fitted maximal effect; on the % scale 0 is the no-effect control and ±100 the full control effect
#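 Reconstituted *E. coli* holoenzyme (0.35 nM Pol III, 1 nM beta, 154 nM SSB, 2 nM primase) was preincubated with compound for 15 min at RT. Synthesis on 1.4 nM ssM13Gori ran 35 min, then was stopped with PicoGreen/EDTA and read as dsDNA fluorescence.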
# Rhodamine fluor = qHTS Assay for Spectroscopic Profiling in Rhodamine Spectral Region. AID 594, 2007. max dye-equivalent concentration, M. Rhodamine-region fluorescence, 547/598 nm, Tris buffer; hits give high values. 0.05% of 59,000 active; in the data active means max dye-equivalent concentration above about 11 nM; inconclusive means between about 1.1 nM and that limit
#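 qHTS spectral profiling of compounds without any target or enzyme present, in pH 8.0 Tris buffer; plates were read after a 15-minute room-temperature incubation using the rhodamine-region filter set.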
# HADH2 inh = qHTS Assay for Inhibitors of HADH2 (Hydroxyacyl-Coenzyme A Dehydrogenase, Type II); 3-hydroxyacyl-CoA dehydrogenase type-2 (Homo sapiens), Q99714; recombinant HADH2, NADH fluorescence, beta-hydroxybutyryl-CoA; Potency, µM (titrated, usually from 57.1 µM), inactives show at the top dose activity change, negative = inhibition, most hits filed as inhibitors; 3.4% of 73,000 active; AID 886, 2007; further: potency means the concentration at half of the fitted maximal effect; on the % scale 0 is the no-effect control and ±100 the full control effect; nearly all actives have a fitted effect of over 60% in size; many of its hits are not listed in these tables
#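 20 nM HADH2 + cpd, 15 min RT; add 1 mM NAD+/90 uM beta-hydroxybutyryl-CoA; kinetic fluorescence 360/450 nm, 4 min. Tris-HCl pH 9.0, 0.01% Tween-20.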
# Tau filament bind = qHTS Assay for Tau Filament Binding | recombinant tau filaments, thioflavin S fluorescence, 15 h; filaments grown with octadecylsulfate alongside compound | Potency, µM (highest dose often 57.1 µM), for inactives: at the top dose activity change, negative = inhibition | 2% of 71,000 active | Microtubule-associated protein tau (Homo sapiens), P10636;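 further: potency means the concentration at half of the fitted maximal effect; on the % scale 0 is the no-effect control and ±100 the full control effect; actives lower thioflavin S fluorescence by blocking filaments or displacing dye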
#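 Thioflavine S fluorescence (ex 450, em 510 nm) reports filaments formed from 1 uM human tau plus 30 uM ODS over 15 h at 37 C (10 mM HEPES pH 7.4, 100 mM NaCl, 5 mM DTT); compounds displacing dye or blocking filaments lower signal.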
# Casp7 inh = qHTS Assay for Allosteric/Competitive Inhibitors of Caspase-7; P55210; recombinant caspase-7, Ac-DEVD-AFC fluorescence rate; Potency, µM (top dose mostly 57.5 µM), for inactives: top-dose activity change, negative = inhibition, actives largely listed as inhibitors; 0.02% of 75,000 active; active means well fitted inhibition curve with a large enough effect in the main read-out, with a control signal flat, not every such curve was filed as active; inconclusive means small, poorly fitted or top-dose-only effect, or a change in a side signal; further: potency means the concentration at half of the fitted maximal effect; % of control where 0% means no effect
# BRCT inh red = qHTS Assay for Inhibitors of BRCT-Phosphoprotein Interaction (Red Fluorophore); Breast cancer type 1 susceptibility protein (Homo sapiens), P38398; BRCT-phosphopeptide binding, red fluorescence polarization; Potency, µM (doses to about 76.9 µM), for inactives: at the top dose activity change, negative = inhibition, usual class: inhibitors; 0.03% of 75,000 active; further: on the % scale 0 is the no-effect control and ±100 the full control effect
#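 Fluorescence polarization: 100 nM His-tagged BRCA1 BRCT with 100 nM TAMRA-labelled phospho-BACH1 decapeptide, phosphate buffer pH 7.3 with 150 mM NaCl, DTT, 0.01% Tween 20; 12 min RT. Binding inhibition seen as FP decrease.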
# USP2a inh = qHTS Assay for Inhibitors of Ubiquitin-specific Protease USP2a; Ubiquitin carboxyl-terminal hydrolase 2 (Homo sapiens), O75604; USP2a enzymatic assay, qHTS inhibition; Potency, µM (series often up to 38.3 µM), without a hit: top-dose activity change, negative = inhibition, hits mostly inhibitors; 0.1% of 60,000 active;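 further: potency means the concentration at half of the fitted maximal effect; nearly all actives have a fitted effect of over 60% in size; plate controls were DMSO for no effect and NEM full inhibition control for full effect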
#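 20 nM USP2 core + cpd, 30 min RT; add 20 nM Ub-PLA2/20 uM NBD C6-HPC; read Ex460/Em535 at 0 h and 2.5 h. Normalized to NEM; qHTS curve fit/classification.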
# BRCT PPI green = qHTS Assay for Inhibitors of BRCT-Phosphoprotein Interaction (Green Fluorophore); Breast cancer type 1 susceptibility protein (Homo sapiens), P38398; BRCA1 BRCT-phosphopeptide binding, green fluorescence polarization; Potency, µM (top dose mostly 76.9 µM), inactives show top-dose activity change, negative = inhibition, most hits filed as inhibitors; 0.05% of 75,000 active;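 further: potency means the concentration at half of the fitted maximal effect; plate controls were peptide without protein for full effect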
#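 Compounds were incubated for 12 min at room temperature with a complex of 100 nM fluorescein-tagged pBACH1 decapeptide and 250 nM His-tagged BRCT protein. Buffer was phosphate pH 7.3 with EDTA, DTT and Tween 20. Disruption of binding lowers the polarization signal.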
# HEK293 cAMP ctrl = qHTS Assay for Agonists of the Thyroid Stimulating Hormone Receptor: Activators of Intracellular cAMP Concentrations in Parental HEK 293 | 2.5% of 73,000 active | Potency, µM (top dose mostly 57.1 µM), without a hit: at the highest dose activation, usual class: activators | AID 938, 2007 | parental HEK293 CNG cAMP sensor, membrane potential fluorescence; further: potency means the concentration at half of the fitted maximal effect; % of control where 0% means no effect; nearly all actives have a fitted effect of over 55% in size
#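 Parental HEK 293 cells stably expressing a modified CNG channel (no TSHR) report cAMP rise as membrane depolarization. Membrane potential dye with 100 uM RO 20-1724 was loaded for 60 min at room temperature, then compound added for 30 min; fluorescence read at 590 nm.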
# Casp1 inh = qHTS Assay for Allosteric/Competitive Inhibitors of Caspase-1; Caspase-1 enzyme, Ac-WEHD-AFC fluorogenic rate; Potency, µM (doses to about 57.5 µM), without a hit: at the top dose activity change, negative = inhibition, most hits filed as inhibitors; 0.03% of 75,000 active;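 further: potency means the concentration at half of the fitted maximal effect; plate controls were vehicle for no effect and no substrate for full effect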
# 15-hLO inh = qHTS Assay for Inhibitors of 15-hLO (15-human lipoxygenase); Polyunsaturated fatty acid lipoxygenase ALOX15 (Homo sapiens), P16050; purified 15hLO-1, xylenol orange hydroperoxide absorbance; Potency, µM (series often up to 57.1 µM), inactives show at the top dose activity change, negative = inhibition, usual class: inhibitors; 1.4% of 74,000 active; AID 887, 2007; further: potency means the concentration at half of the fitted maximal effect; on the % scale 0 is the no-effect control and ±100 the full control effect; nearly all actives have a fitted effect of over 55% in size
#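 Inhibition is scored from a chromogenic endpoint. After 15 min enzyme-compound contact, arachidonic acid (50 uM final) reacts 6 min with 40 nM 15hLO-1 at room temperature, then Fe-XO reagent is added for 30 min and absorbance ratio recorded.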
# The depositor's hits bear a star; i = inactive; ? = inconclusive; · = no result given; [ ] = remark or other dose. Unless noted, the call rests on the fitted dose curve; in most records, active means well fitted curve in the direction sought with a large enough effect; inconclusive means small, poorly fitted or top-dose-only effect, or another doubt; inactive means no such curve, though single readings can be large; an effect the other way counts as inactive or inconclusive. Only part of the results is shown. The share of hits here may be higher or lower than overall.
SMILES,DNA Pol III inh,Rhodamine fluor,HADH2 inh,Tau filament bind,Casp7 inh,BRCT inh red,USP2a inh,BRCT PPI green,HEK293 cAMP ctrl,Casp1 inh,15-hLO inh
O=C(NCCCn1ccnc1)C1c2ccccc2Oc2ccccc21,-2%,i,4%,-15%,0%,1.2%,15%,-0.9%,13%,0%,14%
CCOC(=O)c1ccccc1NC(=O)Nc1ccc(OC)c(OC)c1,0%,i,15%,-1%,0%,-0.8%,1%,-2.0%,2%,0%,1%
O=C(Nc1ccc(F)c(F)c1)NC1CCCCC1,4%,i,3%,-2%,1%,1.6%,5%,0.0%,9%,0%,-2%
CC(CCc1ccccc1)NC(=O)C1CCCN(c2nnc(-n3cccc3)s2)C1 (stereo not drawn),3%,·,1%,4%,-5%,0.1%,·,-2.0%,24%,-2%,-6%
COc1ccc(OC)c(-c2nnc(-c3ccc(C)o3)o2)c1,-6%,i,13µM*,8%,-2%,1.3%,·,4.1%,?,-2%,0%
COc1ccc(Br)c2c1C[C@H](C(=O)O)CC2,-10%[11.4 µM],i,4%[11.4 µM],6%[11.4 µM],1%[11.5 µM],0.3%[15.4 µM],·,-0.6%[15.4 µM],23%[11.4 µM],-2%[11.5 µM],14%[11.4 µM]
CCOc1ccc(-c2nnn(CC(=O)N3CCN(c4ccc(F)cc4)CC3)n2)cc1OCC,-5%,i,12%,21%,3%,0.3%,·,-1.5%,10%,0%,11%
Cc1cc(C)cc(NC(=O)C2CCCN(S(=O)(=O)c3cnc[nH]3)C2)c1 (stereo not drawn),-3%,·,8%,-11%,2%,-0.1%,·,0.4%,-1%,-2%,4%
O=C(Cc1ccccn1)Nc1ccccc1,-6%,i,-15%,9%,1%,-0.1%,-3%,-2.6%,1%,0%,-11%
O=S(=O)(NCCc1ccncc1)c1cc(Br)ccc1F,0%,i,-2%,12%,-2%,0.1%,1%,-2.0%,-2%,2%,9%
O=C(COc1ccc(S(=O)(=O)N2CCCC2)cc1)NCCC1=CCCCC1,-8%,i,-18%,2%,-1%,-0.1%,23%,-1.5%,?,-1%,?
Cc1ccc(Cl)cc1NC(=O)c1ocnc1C,0%,i,?,-7%,0%,0.0%,16%,-2.1%,16%,-2%,-2%
CCOC(=O)c1sc(C)nc1C1CCN(C(=O)OCC)CC1,-2%,i,?,12%,0%,-0.2%,5%,-0.5%,14%,0%,-12%
O=C(Cn1cnc2c(nnn2Cc2ccccc2)c1=O)c1ccccc1,-5%,·,-1%,-10%,1%,-2.2%,·,-2.0%,3%,-7%,1%
c1csc(-c2nn3c(C4COc5ccccc5O4)nnc3s2)c1 (stereo not drawn),-3%,i,1.6µM*,2%,-4%,-1.5%,41%[activator],4.1%,?,-1%,?
CCn1c(C(C)NC(=O)c2cccc(C)c2)nc2ccccc21 (stereo not drawn),-2%,·,6%,-6%,0%,0.4%,·,2.4%,7%,-1%,5%
O=C(CCCN1C(=O)CSc2ncccc21)N1CCN(c2cccc(C(F)(F)F)c2)CC1,-2%,i,5%,4%,-3%,1.2%,19%,-1.2%,?,3%,-3%
O=C1CC(N2CCN(C3CC(=O)N(CCc4ccccc4)C3=O)CC2)C(=O)N1CCc1ccccc1 (stereo not drawn),0%,·,4%,16%,1%,-0.8%,7%,-5.2%,-1%,-1%,9%
CC(C)(C)C1CCc2onc(C(=O)N3CCOCC3)c2C1 (stereo not drawn),-6%,i,-12%,0%,1%,0.4%,31%[activator],-0.6%,4%,3%,-2%
CCOC(=O)N1CCN(c2cc(NCCC(=O)O)c3c4c(onc24)-c2ccccc2C3=O)CC1,-24%,?,-27%,13µM*,-12%,-9.0%,15%,-1.5%,-16%,?,-5%
CCOc1ccc2c(c1)C(C)=CC(C)(C)N2,3%,i,20µM*,-7%,-12%,1.0%,-10%,-1.3%,-5%,-8%,25µM*
COC(=O)CSc1nc(NCC(C)C)nc(N2CCOCC2)n1,-2%,i,-12%,-5%,0%,0.4%,-10%,3.3%,9%,-2%,-12%
CCC1(C)C2(C#N)C(N)=NC(OC)(OC)C12C#N (stereo not drawn),-4%,·,-5%,-6%,-1%,-1.6%,·,-0.8%,5%,3%,-3%
O=C(CSc1nc2ccccc2nc1SCC(=O)N1CCOCC1)N1CCOCC1,-1%,·,-3%,13%,-1%,-1.1%,-1%,-2.6%,9%,-2%,4%
Cc1ccc2[nH]c(=O)c(C(c3nnnn3CC3CCCO3)N3CCc4ccccc4C3)cc2c1 (stereo not drawn),-10%,i,-1%,2%,-6%,-0.1%,·,-1.0%,6%,?,-3%
Cc1cccc(C)c1NC(=O)CSc1nnc(Cn2nnc(-c3ccccc3)n2)n1-c1ccccc1,-2%,i,-9%,4%,0%,-0.8%,187%[activator],1.7%,?,0%,-1%
COCCn1c(=O)c(C)nc2cnc(Nc3ccccc3)nc21,4%,i,0%,-4%,-11%,-1.1%,3%,-1.5%,?,-12%,14%
O=C1c2ccccc2C(=O)N1CCc1nc2ccccc2c(=O)n1Cc1ccco1,2%,·,-5%,?,-1%,0.3%,1%,-1.6%,11%,-4%,-2%
O=C(NCC(=O)N1CCCC1C(=O)O)OC1CCCCC1 (stereo not drawn),-5%,i,-3%,-10%,0%,1.5%,1%,0.8%,-1%,-1%,-16%
Cn1c(N)c(N=Nc2ccc(S(N)(=O)=O)cc2)c(=O)n(C)c1=O,-11%[11.4 µM],i,8%[11.4 µM],3%[11.4 µM],2%[11.5 µM],-1.4%[15.4 µM],·,-8.2%[15.4 µM],4%[11.4 µM],1%[11.5 µM],-5%[11.4 µM]
Cc1ccccc1-c1nc(CS(=O)(=O)CC(=O)NCc2ccc3c(c2)OCO3)c(C)o1,6%,·,-14%,50%,-6%,-0.5%,·,0.5%,?,-3%,-14%
O=c1nc(N2CCOCC2)ccn1-c1nc(-c2ccccc2)oc1-c1ccccc1,-3%,i,-10%,7%,-2%,0.6%,15%,-0.1%,5%,-1%,-5%
CCOC(=O)CCc1c(C)n(CC)c2ncnn2c1=O,-5%,·,7%,-3%,0%,-0.7%,·,-3.1%,5%,-5%,7%
CC(C)CCNC(=O)CN(CCN1CCOCC1)C(=O)Cn1nnc(-c2ccc(F)cc2)n1,-7%,i,10%,-9%,-2%,-0.8%,5%,0.2%,-2%,2%,5%
COc1ccc(NC(=O)c2ccc(S(=O)(=O)N(C)C)cc2)cc1OC,-5%,i,-1%,-10%,2%,1.1%,-8%,0.3%,-3%,-2%,-27%
CCCc1[nH]nc2c1C(c1cn[nH]c1-c1ccc(F)cc1)C(C#N)=C(N)O2 (stereo not drawn),-6%,i,-11%,-8%,0%,0.5%,4%,1.3%,5%,-1%,-9%
COc1ccc(C2=CSC3=NCCN23)cc1F,2%,i,?,14%,1%,0.9%,6%,-0.6%,3%,1%,-18%
CCc1nnc(NC(=O)c2ccc(N(C)S(=O)(=O)c3ccccc3)cc2)s1,3%,i,-4%,111%,2%,-1.4%,1%,-2.0%,?,-1%,5%
O=C(C1CC1)N1CCc2cc(Br)cc(S(=O)(=O)NCc3ccc4c(c3)OCO4)c21,4%,i,55%[activator],14%,0%,-1.1%,55%[activator],2.0%,?,-1%,-10%

# Molecules from the list above with a furan ring, fused or not, in the order listed:
SMILES,DNA Pol III inh,Rhodamine fluor,HADH2 inh,Tau filament bind,Casp7 inh,BRCT inh red,USP2a inh,BRCT PPI green,HEK293 cAMP ctrl,Casp1 inh,15-hLO inh
COc1ccc(OC)c(-c2nnc(-c3ccc(C)o3)o2)c1,-6%,i,13µM*,8%,-2%,1.3%,·,4.1%,?,-2%,0%
O=C1c2ccccc2C(=O)N1CCc1nc2ccccc2c(=O)n1Cc1ccco1,2%,·,-5%,?,-1%,0.3%,1%,-1.6%,11%,-4%,-2%
